Assay outcomes from PubChem BioAssay.
MITF TRPM1 inh – inhibitors of MITF-dependent TRPM1 promoter reporter, primary screen, cell-based, SK-MEL-5, single point, luciferase. SK-MEL-5 TRPM1 promoter luciferase, 24 h. actives 0.83% (n = 330,000). inhibition, % at 12.5 µM;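 active = mean inhibition across replicates of 60% or more, whatever share of single replicates reaches that level; inconclusive = some that reach 60%, reason not given; inactive = mean inhibition across replicates below 60%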; note: values of inactives mirror those of a sister screen read the other way
HTR2A ag – mouse Htr2a agonists via beta-arrestin recruitment, primary screen, cell-based, luminescence | 5-hydroxytryptamine receptor 2A (Mus musculus), P35363 | CHO-K1 mHTR2A beta-arrestin complementation; percent of 30 µM serotonin response | activation, % at 7.6 µM | actives 0.66% (n = 360,000);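 active = activation above a run cutoff, the mean activation of all tested compounds plus 3 SD, cut at about 14% in these data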;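 note: 0% = plate median of compound wells and 100% = 30 µM serotonin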
Target sequence (P35363 whole entry, looked up): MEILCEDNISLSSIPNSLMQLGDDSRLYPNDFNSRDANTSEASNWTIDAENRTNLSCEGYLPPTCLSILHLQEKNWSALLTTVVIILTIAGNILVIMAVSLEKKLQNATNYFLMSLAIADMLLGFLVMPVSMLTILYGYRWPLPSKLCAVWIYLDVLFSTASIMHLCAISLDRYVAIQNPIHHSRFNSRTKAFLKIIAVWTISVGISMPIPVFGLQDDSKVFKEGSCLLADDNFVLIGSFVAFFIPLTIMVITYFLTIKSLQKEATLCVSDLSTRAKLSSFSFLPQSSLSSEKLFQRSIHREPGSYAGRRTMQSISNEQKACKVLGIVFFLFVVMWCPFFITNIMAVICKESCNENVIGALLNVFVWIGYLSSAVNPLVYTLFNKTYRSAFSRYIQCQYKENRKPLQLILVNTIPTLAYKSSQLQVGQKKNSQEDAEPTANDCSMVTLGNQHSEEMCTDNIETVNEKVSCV
PDI turbidity – inhibitors of human PDI, primary screen, biochemical, turbidity, single point, plate reader; PDI insulin aggregation turbidity, A650, 90 min; inhibition, % at 10 µM; actives 0.052% (n = 350,000);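 active = mean inhibition across replicates of 30% or more, whatever share of single replicates reach that level; inconclusive = mean inhibition below 30% while every single replicate reaches 30%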;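 note: absorbance from insulin aggregation driven by PDI reduction with DTT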
Peg3 prom inh – Peg3 promoter-driven luciferase inhibitors, primary screen, cell-based, HeLa, luciferase luminescence; HeLa PEG-Prom luciferase reporter, overnight; actives 1.7% (n = 360,000); inhibition, % at 20 µM;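 active = inhibition of at least 50% at 20 µM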
NR2E3 ag-1 – NR2E3 agonists in two-hybrid cells, primary screen, cell-based, luminescence, CHO-S, Gal4-NCOR/VP16-NR2E3; AID 602229, 2012; actives 0.35% (n = 360,000); Photoreceptor-specific nuclear receptor (Homo sapiens), Q9Y5X4; inhibition of corepressor binding, % at 3.98 µM; luciferase;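 active = inhibition above the mean of all tested compounds plus 3 SD, cut at about 70% in these data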;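 note: 0% = DMSO with NR2E3 transfected cells and 100% = cells lacking NR2E3 construct; higher means lower luciferase signal from less NR2E3 corepressor binding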
Target sequence (Q9Y5X4 whole entry, looked up, the tested form may be a part): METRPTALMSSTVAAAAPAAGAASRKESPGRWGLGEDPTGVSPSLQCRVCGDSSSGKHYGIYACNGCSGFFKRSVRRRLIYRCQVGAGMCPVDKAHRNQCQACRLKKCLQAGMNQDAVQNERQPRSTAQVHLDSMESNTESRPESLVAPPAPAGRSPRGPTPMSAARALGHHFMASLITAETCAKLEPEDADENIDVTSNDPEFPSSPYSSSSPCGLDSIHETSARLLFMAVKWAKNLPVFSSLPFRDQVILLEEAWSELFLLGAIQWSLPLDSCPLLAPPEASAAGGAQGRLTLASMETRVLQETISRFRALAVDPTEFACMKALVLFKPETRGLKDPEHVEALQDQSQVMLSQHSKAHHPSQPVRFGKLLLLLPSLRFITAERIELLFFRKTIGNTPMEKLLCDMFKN
NR2E3 ag-2 – inhibitors of NR2E3-RetCOR corepressor binding, primary screen, NR2E3 agonist project, biochemical, TR-FRET, GST-NR2E3, biotin-RetCOR | 1536-well | inhibition of corepressor binding, % at 4.78 µM | actives 0.12% (n = 320,000) | Photoreceptor-specific nuclear receptor (Homo sapiens), Q9Y5X4 | AID 2300, 2010;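 active = percent inhibition above the cutoff of mean plus 3 SD of all tested compounds, set per screening campaign, cut at about 20% in these data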;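 note: 0% = DMSO wells and 100% = biotin wells as full block of FRET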
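System: GST-tagged NR2E3 plus biotinylated RetCOR corepressor; Amount: 1.35 nM GST-tagged NR2E3 final; Dosing: single nominal compound dose of 4.8 µM; Schedule: 5 h incubation at 4 °C; Technique: TR-FRET with europium anti-GST and streptavidin-D2, 340 nm excitation; Controls: biotin wells as high control, 0.6% DMSO wells as low control.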
iPSC survival up – enhancers of single-cell hiPSC survival, primary screen, ATPlite luminescence; 100% = ROCK inhibitor wells, 0% = DMSO; survival enhancement, % at 20 µM; actives 0.044% (n = 360,000); in the data active = survival enhancement above about 18%;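 note: cells exposed to compounds for 16 hours before the ATP read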
HIF-2a inh – HIF-2a reporter inhibitors, primary screen, luminescence, 786-0 RCC cells; 786-0 RCC cells HIF-2a reporter, luciferase luminescence, overnight; inhibition, % at 18.8 µM; actives 0.72% (n = 360,000);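 active = inhibition of the luminescence signal of 40% or more relative to plate controls, in a single-dose primary screen at 18.75 µM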
Shn3 inh set2 – reduction of Shn3 3'UTR firefly luciferase signal, primary screen, Schnurri-3 inhibitor project, cell-based, Clone20 osteoblasts, set 2; AID 588674, 2011; Clone20 osteoblast Shn3 3'UTR firefly luciferase, 24 h; inhibition, % at 12.5 µM; actives 0.52% (n = 360,000);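 active = mean inhibition of at least 75% with every replicate also reaching 75%; inconclusive = mean inhibition at least 75% but some replicate below; inactive = mean inhibition below 75%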;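 note: 0% = median of neutral control wells and 100% = pilot-screen positive control compound; some compounds past the cut are filed as inactive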
CaV13 ICDI inh – Primary screen for inhibitors of IQ motif and Ca2+-dependent inactivation inhibitor domain binding in CACNA1D, Förster resonance energy transfer in living cells, …. inhibition, % at 12.3 µM. HEK cells, CFP/YFP FRET ICDI-IQ, plate reader, 10 min; percent FRET-ratio fall versus neutral wells. actives 0.098% (n = 340,000);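 active = mean replicate inhibition of at least 30% and at least 1% of replicates passing that level; inconclusive = only one of the two criteria is met; inactive = neither criterion is met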;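 note: 0% = median of the neutral control wells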
Cardio protect – cardioprotection against H2O2-induced cell death, primary screen, uHTS, H9c2 cells, ATPLite luminescence; H9c2 cardiomyocytes, H2O2 injury protection, 2 h; protection from H2O2 cell death, % at 20 µM; actives 0.63% (n = 360,000);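 active = compounds giving at least 50% protection of heart cells from peroxide-induced death in the single-dose screen, raw or plate-pattern-corrected value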;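 note: 0% = DMSO wells with peroxide and 100% = DMSO wells without peroxide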
An asterisk follows results filed as active; ? = inconclusive; . = no result given.

1) COc1ccc(/C=C/C(=O)Nc2cc(C)nn2-c2nc3ccccc3n2Cc2cccc([N+](=O)[O-])c2)cc1
2) CCCN1CCC(C(=O)NC(c2ccc(Cl)cc2)c2ccsc2)CC1 (stereo unspecified)
3) C=CCNC(=O)c1c(CSc2ccc(Cl)cc2)noc1C(=O)NCCC
4) Cc1cccc(NS(=O)(=O)c2ccc3[nH]c(=O)cc(C(=O)OC(C)C(=O)Nc4ccc([N+](=O)[O-])cc4)c3c2)c1 (stereo unspecified)
5) Cc1ccc(CC(=O)OCC(=O)NC2CCCC(C)C2C)cc1C (stereo unspecified)
6) CCOC(=O)C1(CCCc2ccccc2)CCN(C(=O)C2CCCN(C(N)=O)C2)CC1 (stereo unspecified)
7) CC(C)OC(=O)c1cccnc1SCC(=O)N(C)c1ccccc1
8) Cc1ccc(Cl)cc1NC(=O)CN1C(=O)NC(C)(C2CC2)C1=O (stereo unspecified)
Assay by compound,1,2,3,4,5,6,7,8
MITF TRPM1 inh,10,.,-17,5,-8,9,5,5
HTR2A ag,5,0,5,-6,3,1,-4,13
PDI turbidity,16,-30,-2,-3,-1,-10,9,-1
Peg3 prom inh,5,-16,12,6,-5,-1,24,16
NR2E3 ag-1,-18,0,7,-30,11,8,14,10
NR2E3 ag-2,-3,.,5,0,3,-5,-2,.
iPSC survival up,1.3,-1.6,-1.2,-0.8,2.7,0.2,-0.8,0.8
HIF-2a inh,-18,6,22,21,12,12,18,10
Shn3 inh set2,-13,3,28,-7,-7,-17,1,6
CaV13 ICDI inh,-4,-5,-5,-5,-3,-4,-8,-19
Cardio protect,14,-1,-9,8,-3,2,-9,10

9) Cc1nccc(-c2ccc(-n3cnc4ccccc43)cc2)n1
10) Cc1ccccc1-c1nc2ccccc2[nH]1
11) CCCCn1c(CNC(=O)Cc2ccccc2)nc2ccccc21
12) Cc1cccc(NC(=O)c2cc(S(=O)(=O)N3CCCCC3)ccc2Cl)n1
13) Clc1ccc(OC2CCN(Cc3nc(CC4CC4)no3)CC2)cc1
14) CC(=O)N=c1sc2cc(C)ccc2n1C
15) COCCN(C(=O)c1ccc(NC2CC2)c([N+](=O)[O-])c1)c1c(N)n(CC(C)C)c(=O)[nH]c1=O
16) S=C(Nc1ccccc1)N1CCN(C2CCCCC2)CC1
Assay by compound,9,10,11,12,13,14,15,16
MITF TRPM1 inh,-42,-57,.,0,10,-4,1,2
HTR2A ag,1,-3,-8,-5,-5,3,-2,2
PDI turbidity,-7,-94,.,2,8,-2,10,-4
Peg3 prom inh,-89,-287,-14,-12,16,-123,7,-3
NR2E3 ag-1,-47,-78,18,-29,-33,-1,15,18
NR2E3 ag-2,0,4,4,.,4,3,10,-3
iPSC survival up,-1.0,-0.8,0.3,-0.4,-0.5,2.3,-0.1,4.1
HIF-2a inh,-75,-218,10,5,5,-3,0,-4
Shn3 inh set2,6,-78,3,-4,9,2,-19,12
CaV13 ICDI inh,.,-5,-4,-7,14,.,-15,-2
Cardio protect,17,-4,7,0,-11,-2,6,-11

17) O=C(Nc1ccc(N2CCN(C(=O)c3cccs3)CC2)cc1)c1ccc(F)cc1
18) Cc1ccc(C(=O)OCC(=O)N(CC(C)C)c2c(N)n(Cc3ccccc3)c(=O)[nH]c2=O)cc1[N+](=O)[O-]
19) Cc1ccc(-c2nn3cnnc3c3ccccc23)cc1
20) Cc1cccc(N2CCN(S(=O)(=O)c3c(C)[nH]c(C)c3C(=O)N3CCCCC3)CC2)c1C
21) CC(C)CN(C(=O)c1ccc(-n2cncn2)c([N+](=O)[O-])c1)C1CCS(=O)(=O)C1 (stereo unspecified)
22) CC(C)(C)c1ccc(S(=O)(=O)NC(=O)C2(C)CCN2C(=O)Cc2ccc(-c3ccccc3)cc2)cc1 (stereo unspecified)
23) CCOc1ccc2nc(NC3=NC(c4ccc(OC)cc4)CC(=O)N3)nc(C)c2c1 (stereo unspecified)
24) Cc1nn(CC(=O)Nc2c(C)n(C)n(-c3ccccc3)c2=O)c(C)c1[N+](=O)[O-]
Assay by compound,17,18,19,20,21,22,23,24
MITF TRPM1 inh,-9,6,-20,2,0,.,?,8
HTR2A ag,1,3,-2,8,-4,14,3,0
PDI turbidity,16,-3,2,3,1,-3,13,2
Peg3 prom inh,-22,12,19,25,10,-5,62*,-1
NR2E3 ag-1,-3,0,-11,-5,3,29,-44,-12
NR2E3 ag-2,1,3,-2,0,-2,.,5,-1
iPSC survival up,0.3,-0.2,2.3,-0.6,-0.4,0.6,-0.2,-0.8
HIF-2a inh,-12,0,17,10,15,3,14,10
Shn3 inh set2,19,0,5,5,-1,-7,49,0
CaV13 ICDI inh,-4,-5,2,-16,-6,-4,-6,-3
Cardio protect,3,5,3,3,8,-1,-16,5

25) Cc1ccc(CSCCNC(=O)CSc2ccccc2)cc1
26) Cc1ccc(C)c(N2CCN(C(=O)CCc3nc(-c4cccc(C(F)(F)F)c4)no3)CC2)c1
27) COc1ccc(CN(C)CC(O)COc2ccc(-c3ccccc3)cc2)cc1OC (stereo unspecified)
28) Cc1ccc(CCNC(=O)C2CCN(S(=O)(=O)N3CCCC3)CC2)cc1
29) O=C(NCCCSc1ccccc1)c1cccnc1
30) CCn1cc(C2=NC(c3ccccc3)CO2)c2ccccc21 (stereo unspecified)
31) CCn1nc(C(=O)NNC(=O)CCOc2cc(C)ccc2C)c2ccccc2c1=O
32) CSCCC(NC(=O)COc1ccccc1)C(=O)N(C)Cc1c(F)cccc1Cl (stereo unspecified)
Assay by compound,25,26,27,28,29,30,31,32
MITF TRPM1 inh,10,-74,-6,6,0,.,2,.
HTR2A ag,-3,-4,-6,-3,-4,3,4,5
PDI turbidity,1,1,12,16,0,.,4,7
Peg3 prom inh,24,-159,5,14,12,-27,18,0
NR2E3 ag-1,-15,-26,-14,-10,-37,-14,-14,-65
NR2E3 ag-2,1,.,1,2,.,3,2,.
iPSC survival up,0.2,2.9,0.7,1.8,-0.2,-0.8,-0.5,-1.0
HIF-2a inh,8,-219,-22,5,4,-61,21,-14
Shn3 inh set2,1,-59,-5,12,13,-7,-1,18
CaV13 ICDI inh,-2,-5,-3,-11,-1,-7,-4,-6
Cardio protect,4,-13,-2,-2,-3,8,0,6

33) COc1ccccc1N/C(=N/S(=O)(=O)c1ccc(Cl)cc1)c1ccccc1
34) COc1ccc(-c2nnc(SCC(=O)Nc3ccc4c(c3)OCCO4)n2N)cc1OC
35) CN(CC1CCOCC1)C(=O)CC1C(=O)NCCN1Cc1ccccc1F (stereo unspecified)
36) O=C(Cn1nc(C(=O)O)c2ccccc2c1=O)Nc1nc(-c2ccccc2)cs1
37) CCc1cccc(CC)c1NC(=O)c1ccc(-c2cc(Cl)ccc2Cl)o1
38) CCOc1ccc(NC(=O)CN2CCN(CC(=O)Nc3ccc(C(=O)OC)cc3)CC2)cc1
39) Cc1cc(Nc2cccc(C)c2C)n2ncnc2n1
40) O=C(c1cc2ccccn2n1)N1CCN(c2cccc(C(F)(F)F)c2)CC1
Assay by compound,33,34,35,36,37,38,39,40
MITF TRPM1 inh,-1,-6,0,-37,.,8,3,4
HTR2A ag,4,2,3,-3,-2,2,-3,0
PDI turbidity,0,-3,29,-3,-8,5,.,-6
Peg3 prom inh,-2,-7,5,-88,2,5,2,-4
NR2E3 ag-1,-5,5,-7,-19,-16,10,8,-9
NR2E3 ag-2,3,1,1,1,.,1,5,-2
iPSC survival up,-2.1,-0.4,-0.2,-0.6,-0.2,-0.8,-0.5,-0.1
HIF-2a inh,16,-19,3,-37,-3,21,12,2
Shn3 inh set2,3,-4,-3,-49,-12,63,-6,8
CaV13 ICDI inh,-3,-5,-6,-5,-5,0,-3,.
Cardio protect,2,10,5,24,-8,-8,-1,-6

41) CN(C(=O)c1nn(C)c2c1CSc1ccccc1-2)c1ccccc1Cl
42) CCCCNC(=O)C1CCN(S(=O)(=O)N2CCOCC2)CC1
43) Cc1ccccc1-n1ncc2c1CC(C)(C)CC2NC(=O)CCCN1CCCC1=O (stereo unspecified)
44) Cc1cccc(NC(=O)CSCc2cc(=O)n3c(C)csc3n2)c1C
45) O=C1CC(C(=O)Nc2ccccc2)S/C(=N\N=C\c2ccco2)N1 (stereo unspecified)
46) NS(=O)(=O)c1ccc(CNC(=O)c2ccc3ccccc3n2)cc1
Assay by compound,41,42,43,44,45,46
MITF TRPM1 inh,2,1,11,5,-11,-4
HTR2A ag,-3,0,2,-3,4,6
PDI turbidity,0,4,-9,-5,6,10
Peg3 prom inh,-53,10,-12,-12,4,-15
NR2E3 ag-1,-35,-9,-28,14,-4,-16
NR2E3 ag-2,-3,2,2,3,-2,2
iPSC survival up,0.5,-0.1,-0.1,0.5,0.2,-0.4
HIF-2a inh,-86,20,4,-4,20,-10
Shn3 inh set2,-13,-6,4,4,-8,7
CaV13 ICDI inh,-2,-5,.,-3,-10,-6
Cardio protect,-3,10,4,6,-3,2

Some of the entries so far, as a markdown table:
| no. | SMILES | MITF TRPM1 inh | HTR2A ag | PDI turbidity | Peg3 prom inh | NR2E3 ag-1 | NR2E3 ag-2 | iPSC survival up | HIF-2a inh | Shn3 inh set2 | CaV13 ICDI inh | Cardio protect |
| --- | --- | --- | --- | --- | --- | --- | --- | --- | --- | --- | --- | --- |
| 43 | Cc1ccccc1-n1ncc2c1CC(C)(C)CC2NC(=O)CCCN1CCCC1=O (stereo unspecified) | 11 | 2 | -9 | -12 | -28 | 2 | -0.1 | 4 | 4 | . | 4 |
| 44 | Cc1cccc(NC(=O)CSCc2cc(=O)n3c(C)csc3n2)c1C | 5 | -3 | -5 | -12 | 14 | 3 | 0.5 | -4 | 4 | -3 | 6 |
| 45 | O=C1CC(C(=O)Nc2ccccc2)S/C(=N\N=C\c2ccco2)N1 (stereo unspecified) | -11 | 4 | 6 | 4 | -4 | -2 | 0.2 | 20 | -8 | -10 | -3 |
| 46 | NS(=O)(=O)c1ccc(CNC(=O)c2ccc3ccccc3n2)cc1 | -4 | 6 | 10 | -15 | -16 | 2 | -0.4 | -10 | 7 | -6 | 2 |
